PAD4 FP inh: human PAD4 inhibitors, primary screen, biochemical, fluorescence polarization, 1536-well format | recombinant PAD4, RCA probe fluorescence polarization | inhibition, % at 6.36 µM | hit rate 0.41% among 330,000;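 active = percent inhibition above a cutoff equal to the mean of all tested compounds plus 3 SD, cut at about 15% in these data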;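 also: 0% = PAD4 with RCA probe and DMSO and 100% = probe without PAD4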
GSTO1 counter: inhibitors of recombinant GSTO1, primary screen, counter-screen for RBBP9 inhibitor project, biochemical, fluorescence polarization; inhibition, % at 5.96 µM; Glutathione S-transferase omega-1 (Homo sapiens), P78417; activity-based probe fluorescence polarization; hit rate 1.1% among 300,000; AID 1974, 2009;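 active = inhibition above the campaign mean inhibition plus 3 SD, cut at about 35% in these data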;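 also: 0% = GSTO1-1 with DMSO and 100% = wells lacking GSTO1-1 enzyme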
Target sequence (P78417 whole entry, looked up): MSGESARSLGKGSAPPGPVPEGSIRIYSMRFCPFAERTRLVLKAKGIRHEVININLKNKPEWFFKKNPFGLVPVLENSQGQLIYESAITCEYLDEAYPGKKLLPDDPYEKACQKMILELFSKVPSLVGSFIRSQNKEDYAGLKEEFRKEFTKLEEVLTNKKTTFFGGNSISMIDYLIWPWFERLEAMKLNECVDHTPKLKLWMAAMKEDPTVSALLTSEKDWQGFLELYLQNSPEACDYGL
PAFAH1B3 FP inh: PAFAH1B3 enzyme inhibitors, primary screen, biochemical, fluorescence polarization, human. Platelet-activating factor acetylhydrolase IB subunit alpha1 (Homo sapiens), Q15102. recombinant PAFAH1B3, FP-rhodamine probe. inhibition, % at 3.39 µM. hit rate 0.28% among 340,000. AID 492972, 2010;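 active = inhibition above the screen-wide average of all tested compounds plus 3 SD, cut at about 25% in these data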;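 also: 0% = enzyme with DMSO only and 100% = wells lacking PAFAH1B3 protein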
Target sequence (Q15102 whole entry, looked up): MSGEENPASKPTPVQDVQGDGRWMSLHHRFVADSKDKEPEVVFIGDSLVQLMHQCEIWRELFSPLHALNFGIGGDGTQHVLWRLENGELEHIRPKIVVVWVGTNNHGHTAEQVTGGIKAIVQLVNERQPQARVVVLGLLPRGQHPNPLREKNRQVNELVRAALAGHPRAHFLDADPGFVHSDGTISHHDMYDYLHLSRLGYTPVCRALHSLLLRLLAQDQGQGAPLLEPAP
Fam108B counter: mouse Fam108B serine hydrolase inhibitors, primary screen, counter-screen for RBBP9 inhibitor project, biochemical, fluorescence polarization; recombinant Fam108B, FP-Rh probe fluorescence polarization; inhibition, % at 9.51 µM; hit rate 0.33% among 300,000; AID 1947, 2009;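 active = inhibition above the screen mean inhibition plus 3 SD, computed separately per campaign, cut at about 18% in these data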;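 also: inhibitors lower polarization as less probe binds the enzyme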
PAFAH1B2 inh: PAFAH1B2 enzyme inhibitors, primary screen, biochemical, fluorescence polarization, human | Platelet-activating factor acetylhydrolase IB subunit alpha2 (Homo sapiens), P68402 | recombinant PAFAH1B2, FP-rhodamine activity probe | inhibition, % at 3.39 µM | hit rate 1.2% among 340,000 | AID 492953, 2010;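 active = inhibition above the mean of all tested compounds plus 3 SD, cut at about 24% in these data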;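 also: 0% = enzyme with DMSO and 100% = wells lacking PAFAH1B2; many of its hits are not listed in these tables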
Target sequence (P68402 whole entry, looked up): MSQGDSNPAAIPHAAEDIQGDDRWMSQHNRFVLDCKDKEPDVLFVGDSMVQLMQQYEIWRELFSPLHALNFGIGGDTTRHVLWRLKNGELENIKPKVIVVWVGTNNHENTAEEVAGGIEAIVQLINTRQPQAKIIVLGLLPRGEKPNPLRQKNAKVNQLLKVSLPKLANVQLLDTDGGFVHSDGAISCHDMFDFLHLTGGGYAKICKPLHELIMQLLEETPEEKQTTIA
LYPLA1 inh: LYPLA1 inhibitors, primary screen, counter-screen for PME1 inhibitor project, biochemical, fluorescence polarization, FP-Rh probe ABPP | Acyl-protein thioesterase 1 (Homo sapiens), O75608 | inhibition, % at 5.9 µM | recombinant LYPLA1 | hit rate 0.16% among 320,000;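 active = inhibition above the mean of all tested compounds plus 3 SD, set per campaign, cut at about 14% in these data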;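 also: inhibitors block serine hydrolase probe labeling of LYPLA1 so polarization falls; 0% = enzyme with DMSO and 100% = wells lacking LYPLA1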
Target sequence (O75608 whole entry, looked up): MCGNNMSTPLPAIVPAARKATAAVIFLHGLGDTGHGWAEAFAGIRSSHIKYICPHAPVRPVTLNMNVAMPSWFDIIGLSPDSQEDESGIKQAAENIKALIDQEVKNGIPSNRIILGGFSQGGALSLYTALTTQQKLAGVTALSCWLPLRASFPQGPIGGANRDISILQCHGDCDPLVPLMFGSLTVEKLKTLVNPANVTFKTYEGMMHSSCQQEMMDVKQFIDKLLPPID
PME-1 primary: PME-1 inhibitors via competitive probe labeling, primary screen, biochemical, fluorescence polarization, FP-Rh probe, HTS. Protein phosphatase methylesterase 1 (Homo sapiens), Q9Y570. recombinant PME-1. inhibition, % at 5.9 µM. hit rate 0.53% among 320,000. AID 2130, 2009;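 active = inhibition above the campaign mean of all compounds plus 3 SD, cut at about 26% in these data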;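 also: competitive labeling of PME-1 active site by serine hydrolase directed probe; 0% = PME-1 with DMSO and 100% = wells lacking PME-1 enzyme; inhibitors block probe labeling so polarization falls and inhibition rises; many of its hits are not listed in these tables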
PAFAH2 FP inh: PAFAH2 enzyme inhibitors, primary screen, biochemical, fluorescence polarization, human | AID 492956, 2010 | recombinant PAFAH2, FP-rhodamine activity probe | hit rate 0.99% among 340,000 | inhibition, % at 3.39 µM;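 active = inhibition above the mean over all tested compounds plus 3 SD, cut at about 30% in these data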;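 also: inhibitors block probe labeling of enzyme so polarization drops; 0% = enzyme with DMSO and 100% = wells lacking PAFAH2 protein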
pPAFAH FP inh: pPAFAH enzyme inhibitors, primary screen, biochemical, fluorescence polarization, human; Platelet-activating factor acetylhydrolase (Homo sapiens), Q13093; inhibition, % at 3.39 µM; hit rate 1.5% among 330,000; AID 463082, 2010; recombinant pPAFAH, FP-rhodamine probe fluorescence polarization;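 active = inhibition above the mean inhibition across the screen plus 3 SD, cut at about 25% in these data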;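 also: inhibitors block binding of the rhodamine activity-based probe so polarization drops; 0% = enzyme with DMSO and 100% = wells lacking pPAFAH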
* marks the source's active call; other numbers are inactive results; nt = not tested or not shown; + = active, no number. These rows are one share of the data; count on the stated rates, not on these rows.

SMILES	PAD4 FP inh	GSTO1 counter	PAFAH1B3 FP inh	Fam108B counter	PAFAH1B2 inh	LYPLA1 inh	PME-1 primary	PAFAH2 FP inh	pPAFAH FP inh
CCOC(=O)c1c(N)sc2c1CCS(=O)(=O)C2	3.0	3.7	6.1	1.5	1.6	-4.0	-5.4	3.1	-0.4
Cc1ccsc1/C=N\NC(=O)CCc1c(C)n[nH]c1C	-5.2	8.6	8.8	3.2	3.5	-0.8	-6.3	-8.5	-2.9
COc1nc(NC(C)(C)C)nc(Oc2ccc(=O)n(C)n2)n1	-0.3	1.6	4.6	2.2	5.3	0.6	2.1	5.5	3.7
CCCn1nnnc1NC(=O)c1ccc2ccccc2c1	1.6	-7.0	1.9	-1.4	-0.3	-1.8	0.7	-11.4	7.7
NC(=O)CNC(=O)c1ccc(Cl)cc1	1.8	4.5	-6.0	-0.4	2.7	0.3	-5.7	1.9	-0.1
C/C(=N/NC(=O)c1ccoc1C)C12CC3CC(CC(C3)C1)C2	-5.1	8.7	-2.8	0.0	19.0	-1.9	1.3	-1.1	7.0
Cc1ccc(-n2nc3c(=O)n(CCCC(=O)NCc4ccc(F)cc4)nc(C)c3c2C)cc1	4.7	6.3	9.0	2.3	-1.4	0.1	1.9	13.3	1.6
NC(=O)CSCc1c(Cl)cccc1Cl	3.8	1.1	1.3	-2.1	-5.3	0.7	2.2	2.1	4.3
COC(=O)c1cn[nH]c1NC(=S)Nc1ccccc1C	0.1	13.9	-3.1	1.2	-2.1	3.7	3.1	3.6	2.2
O=C(CN1CCN(c2ccc(C(F)(F)F)cn2)CC1)NCc1ccc2c(c1)OCO2	0.7	4.7	11.2	0.4	-4.2	-0.6	3.4	5.2	2.7
COc1ccc(/C=N/NC(=O)c2ccncc2)c(C(=O)O)c1OC	0.6	-1.5	9.9	-6.5	1.3	-1.0	0.2	-7.1	-0.1
O=C(O)C1CCCN1C(=O)c1cncc(Br)c1 (stereo not drawn)	4.1	1.9	-3.7	-2.6	1.4	1.2	-5.6	-6.7	0.2
Fc1ccc(CN2CCN(c3ncccn3)CC2)cc1	2.5	2.8	1.1	-1.1	9.2	0.5	-1.1	1.9	4.2
COc1ccc(NC(=O)c2nn(C34CC5CC(CC(C5)C3)C4)cc2[N+](=O)[O-])cc1	0.7	-0.5	3.7	2.9	0.3	2.5	0.4	-0.2	1.5
COC(=O)C1=C(C)C(c2ccc(OC)cc2)NC(=O)N1 (stereo not drawn)	4.0	0.5	10.4	2.0	-0.9	2.4	3.2	0.5	2.3
Cc1nc(SC2CC(=O)N(c3ccccc3)C2=O)n[nH]1 (stereo not drawn)	2.9	1.6	-2.8	1.5	0.8	-6.0	2.5	-4.1	-1.5
O=C(Nc1cccs1)NC1CCCC1	-4.8	1.2	11.9	11.5	9.3	2.6	-1.7	7.3	6.3
CC(C)(C)[C@H]1COC(=O)CC/C=C\C[C@@H](CC(=O)N[C@H](CO)Cc2ccccc2)C(=O)N1	4.6	nt	8.1	nt	-3.5	nt	nt	-7.6	0.7
CCCCOc1ccccc1NC(=O)C=C(C)C	-1.9	1.8	6.8	4.9	-0.7	1.3	10.5	-2.1	1.7
CCOC(=O)N1CCN(C(=O)CSc2ncnc3ccccc23)CC1	3.0	0.8	-0.6	2.3	2.6	1.6	0.5	7.9	-3.3
CCOc1ccccc1N1CCN(C(=O)c2ccc3nc(N)sc3c2)CC1	-2.1	nt	2.1	nt	-1.6	nt	nt	-0.1	4.3
COc1ccccc1C(=O)Nc1nnc(S(=O)(=O)N(C)Cc2ccccc2)s1	0.4	5.4	3.2	-0.1	1.6	-1.6	0.8	1.7	3.8
CN(C)C=NC(=O)/C(C#N)=C1\CCc2ccccc2N1	-1.9	-3.6	2.0	4.0	0.5	2.2	4.2	1.7	1.7
COCCCn1c(N)c(-c2nc3ccccc3n2C)c2nc3ccccc3nc21	8.4	-2.8	6.3	0.1	3.6	-1.4	6.6	13.2	11.1
Cc1ccc(C(=O)Nc2ccc3cn[nH]c3c2)cc1S(=O)(=O)N1CCCCC1	0.7	-11.9	-1.5	-4.7	-1.2	-17.6	-14.8	-7.8	-6.6
Nc1nnc(SCC(=O)N2CCc3ccccc3C2)s1	-7.2	1.7	-1.6	-4.7	-1.7	-2.6	1.6	4.7	1.5
COc1ccc(C(=O)COc2ccccc2C#N)cc1	5.6	-14.7	1.9	0.2	1.4	-3.6	1.7	-1.7	-3.2
c1coc(CSSCc2ccco2)c1	3.2	nt	29.6*	nt	17.1	-1.9	-3.6	49.8*	5.7
O=C1NC(=O)C2C3c4ccccc4C(c4ccccc43)C12 (stereo not drawn)	0.9	-3.0	4.0	-1.9	-0.6	0.2	-1.6	2.5	0.7
c1ccc(CCc2nc(-c3cccnc3)no2)cc1	-0.4	-2.2	4.9	-0.8	6.7	-2.0	-2.2	7.3	1.8
O=C(CN1C(=O)c2ccccc2C1=O)OCC(=O)c1ccccc1	2.1	-1.2	0.4	0.7	7.4	-0.9	-5.3	-7.2	-4.4
CC(C)c1csc(CN2CCC(CO)(Cc3ccccc3)CC2)n1	-1.9	5.5	8.0	-1.4	2.6	-2.0	-3.0	-5.0	-1.8
Cc1ccccc1C(=O)N1CCN(c2ccc(NC(=S)NC(=O)c3ccco3)cc2)CC1	2.5	3.8	0.4	3.1	2.3	-3.1	-2.5	5.0	7.4
O=C(CSc1nc2ncc(Br)cc2[nH]1)Nc1ccccc1-c1ccccc1	-0.6	-16.9	3.5	1.4	0.2	-8.8	-53.4	4.5	2.1
CCn1cc(C(=O)NCC(OC)OC)c(=O)c2cc(S(=O)(=O)N(C)C3CCCCC3)ccc21	-3.3	-3.8	6.9	-4.0	-1.7	4.0	4.7	9.7	2.7
Cc1cc2c(cc(C(=O)O)n2C)s1	-2.6	-1.0	-2.0	3.1	-0.9	-1.2	-4.3	-4.2	7.3
CCOC(=O)C1=C(NC(=S)NC(=O)c2ccccc2)c2ccccc2CC1(C)CC (stereo not drawn)	1.0	7.0	-0.2	-2.6	13.6	-0.6	-0.6	-7.1	-1.5
Cc1cccc(NC(=O)CN(C)S(=O)(=O)c2cnc[nH]2)c1	-7.1	1.2	5.7	-2.1	6.8	3.7	0.5	2.0	1.0
c1ccc(-c2nnc(N3CCOCC3)c3ccccc23)cc1	-5.3	9.7	nt	-1.6	nt	2.1	-2.2	nt	1.6
CC(C)C[C@H](NC(=O)c1nc[nH]c1C(=O)NCC(=O)OC(C)(C)C)C(=O)OC(C)(C)C	-4.9	3.3	11.1	-2.2	2.6	1.9	-0.2	-3.2	3.8
Cc1cc(C)c(OCC(=O)Nc2ccc(N3CCOCC3)cc2)c(Br)c1	0.0	-3.9	-4.3	2.2	1.4	2.1	6.0	-3.4	3.0
CNc1c(NS(=O)(=O)c2ccc(CC(C)C)cc2)c(=O)oc2ccccc12	-0.7	0.6	-26.7	-13.3	-10.7	0.6	-4.8	-23.8	-4.7
O=C(NNC(=O)C1CC(=O)N(Cc2ccccc2)C1)c1ccc(F)cc1 (stereo not drawn)	-2.0	8.3	-0.6	-1.1	1.8	2.2	-5.0	-3.6	3.4
O=C(c1coc(=O)c(Br)c1)N1CCC(C(O)(c2ccccc2)c2ccccc2)CC1	-13.1	7.4	5.7	-1.7	4.4	-2.1	0.6	2.5	4.8
CC(Cl)C(=O)NNC(=O)CNS(=O)(=O)c1ccccc1 (stereo not drawn)	-1.6	1.0	11.6	-0.6	2.0	6.4	-0.3	1.6	3.4
Cc1ccc(C(=O)C2C(c3cccs3)NC(=O)NC2(O)C(F)(F)F)cc1 (stereo not drawn)	0.1	1.4	-2.0	3.4	3.5	-1.2	-5.8	-1.4	0.2
CCC1=NN(C(=O)COc2ccccc2)C(O)(c2ccc(Br)cc2)C1 (stereo not drawn)	-2.4	19.2	6.2	2.2	4.7	1.8	-0.7	8.5	7.8
Cc1ccc(NC(=O)c2ccn(C)n2)c(Br)c1	-0.1	-0.1	2.4	3.7	6.0	0.5	-2.6	5.8	2.3
CCN(CC)S(=O)(=O)c1cccc(S(=O)(=O)c2cccc(S(=O)(=O)N(CC)CC)c2)c1	9.5	-4.5	6.6	-2.7	2.5	3.6	13.5	-3.5	6.1
CC(O)CNc1ccc(-c2nn(C)c(=O)c3ccccc23)cc1[N+](=O)[O-] (stereo not drawn)	1.8	3.3	3.7	1.1	1.5	1.2	10.5	-3.8	5.8
Next entries:
SMILES	PAD4 FP inh	GSTO1 counter	PAFAH1B3 FP inh	Fam108B counter	PAFAH1B2 inh	LYPLA1 inh	PME-1 primary	PAFAH2 FP inh	pPAFAH FP inh
CCN1C(=O)/C(=C/C=C2\N(CC)c3cc(S(=O)(=O)N(C)C)ccc3N2c2ccccc2)SC1=S	-132.8	-100.1	+	-222.8	151.4*	-69.0	-355.4	-59.1	-56.6
C=CCn1c(SCC(=O)Nc2nc(C)cs2)nnc1C(C)NC(=O)c1ccccc1Cl (stereo not drawn)	2.2	-3.6	2.2	-2.8	-9.5	-2.8	2.8	-7.5	2.7
CN(C)C(=O)N1CCN(C(=O)c2ccccc2Sc2ccccc2C#N)CC1	-1.7	0.4	1.3	0.8	4.6	0.6	5.6	1.4	-2.9
O=C(C[C@@H]1C/C=C\C[C@H](Cc2ccc(F)cc2)C(=O)OC[C@@H](c2ccccc2)NC1=O)NCCO	-3.5	nt	6.0	nt	5.7	nt	nt	6.2	1.4
Nc1c(C(=O)CSc2n[nH]c(-c3ccccc3Br)n2)c(=O)[nH]c(=O)n1C1CC1	0.8	nt	8.5	nt	2.6	-2.8	0.2	0.6	-1.6
O=C(N/C(=C/c1cn(-c2ccccc2)nc1-c1ccccc1)C(=O)N1CCOCC1)c1ccccc1	6.5	-0.3	nt	-4.7	nt	1.9	7.6	nt	2.0
CCCCCn1c(=O)[nH]c2cc(C(=O)NCc3ccc4c(c3)OCO4)ccc2c1=O	2.4	7.2	-3.5	-5.6	-1.0	-0.1	-3.1	-8.6	1.8
O=C(Nc1ccccc1Br)C1CCCN1S(=O)(=O)c1cccc2nsnc12 (stereo not drawn)	-3.8	0.3	6.7	-4.4	2.6	-1.5	2.9	-2.0	4.8
O=C(c1cc2c(=O)n3ccccc3nc2s1)N1CCN(Cc2ccccc2)CC1	-2.9	2.9	3.1	2.8	2.5	-3.3	11.1	-1.7	0.9
C=CCOC(=O)C1=C(C)NC(SCC(N)=O)=C(C#N)C1c1cccs1 (stereo not drawn)	3.7	7.6	3.2	-0.7	2.9	-2.5	8.2	-4.7	1.4
